Assay outcomes (PubChem BioAssay)
NCI-60 one-dose screen, 48 h, at 10 µM unless noted. Numbers give growth in % (100 = growth as untreated, 0 = no growth, -100 = all killed).
MDA-MB-231 = MDA-MB-231 breast cancer; AID 1794789; 81,000 compounds, 5% hits
MDA-MB-435 = MDA-MB-435 melanoma. 82,000 compounds, 7.8% hits
K-562 = K-562 leukemia | 78,000 compounds, 7.4% hits | AID 1794777
MOLT-4 = MOLT-4 leukemia cells | 80,000 compounds, 6.9% hits
BT-549 = BT-549 breast cancer. 78,000 compounds, 4.4% hits. AID 1794793
MDA-MB-468 = MDA-MB-468 breast cancer; 78,000 compounds, 8.5% hits
SR = SR leukemia cells. 73,000 compounds, 8.7% hits. AID 1794780
MCF7 = MCF7 breast cancer; 82,000 compounds, 6.3% hits; AID 1794796
The depositor's hits bear a star; nt = no result given; & = joins results of further samples; ! = not confirmed by another sample; [ ] = another dose, or the depositor's remark. The calls were made as follows: active = growth percent below 10; inactive = the rest.

SMILES | MDA-MB-231 | MDA-MB-435 | K-562 | MOLT-4 | BT-549 | MDA-MB-468 | SR | MCF7
CCN(CC)c1ccc(/C=N\NC(=O)C(=O)N/N=C\c2ccc(N(CC)CC)cc2)cc1 | nt | 121 | 115 | 105 | 122 | 128 | 114 | 104
O=C(O)CCCc1cn(Cc2cn(CC(=O)Nc3ccc(Cl)cn3)nn2)c2ccccc12 | 105 | 100 | 102 | 104 | 101 | 84 | 97 | 89
Cc1cc2nc3c4cc(Br)ccc4n(CCN(C)C)c3nc2cc1C | 49 | 74 | 20 | 14 | 86 | 52 | 19 | 22
Cc1ccc(C(=O)Nc2ccc(-n3c(C)nc4c(cnn4-c4ccccc4)c3=O)cc2)cc1 | nt | 71 | 31 | 34 | 59 | 21 | nt | 48
CC(C)=CCc1cc(O)cc2c1OC(C=C(C)C)C1=C2C(=O)C2=C(C1=O)S(=O)(=O)CCN2 (centres undefined) | 18 | -68* | 5.8* | -43* | 59 | -31* | 3.8* | -50*
CS(=O)(=O)Nc1ccc(C(=O)N/N=C/c2cccc(O)c2)cc1 | 94 | 102 | 99 | 99 | 108 | 98 | 92 | 90
O=C(c1nnc(Nc2ccc(F)cc2)o1)c1c[nH]c2ccccc12 | 89 | 103 | 112 | 108 | 106 | 87 | 116 | 59
Cc1cccc(C(=O)c2ccccc2Cl)c1O | 112 | 109 | 101 | 103 | 97 | 117 | nt | 109
O=C(Nc1ccc(S(=O)(=O)Nc2nccs2)cc1)c1ccncc1 | 99 | 98 | 102 | 101 | 107 | 103 | 97 | 104
CN1c2ccccc2Sc2cc(/C=N/Nc3ccnc4cc(Cl)ccc34)ccc21 | 98 | 63 | -7.8* | 82 | 99 | 53 | -1.4* | 49
COc1ccc(/C=N/N2C(=O)/C(=C/c3ccc(Cl)cc3)C=C2c2ccc(OC)cc2)cc1 | 100 | 103 | 105 | 98 | 107 | 86 | 95 | 87
COc1ccc(Cc2sc(NC(C)=O)nc2OC(C)=O)cc1 | 98 | 109 | 100 | 86 | 116 | 114 | 102 | 92
c1ccc(CCc2ccc(OCCN3CCCCC3)cc2)cc1 | 88 | 94 | 55 | 82 | 77 | 85 | 71 | 83
CCCCn1c(-c2ccc(C(=O)O/N=C(\N)c3ccc4ccccc4c3)cc2)nc(-c2ccccc2)c1-c1ccccc1 | 70 | 85 | 12 | 63 | 88 | 80 | 12 | 61
OC(Cc1cnc2ccccc2c1)(c1ccccc1)c1ccccc1 | 90 | 90 | 69 | 72 | 121 | 105 | nt | 37
CCc1ccccc1NC(=O)c1sc2nc3c(cc2c1N)C(=O)CCC3 | 37 | -57* | 11 | 24 | 48 | 43 | 9.4* | 8.9*
C=C[Si](OC(C)=O)(OC(C)=O)OC(C)=O | 118 | 100 | 99 | 98 | 96 | 109 | nt | 93
CC(O)(c1ccccc1)c1ccc2ccccc2n1 (centres undefined) | 112 | 107 | 96 | 104 | 104 | 102 | 102 | 105
O=C(O)CC(NC(=O)c1ccccc1)C(=O)O (centres undefined) | 95 | 108 | 106 | 107 | 96 | 102 | 127 | 94
O=S(=O)(O)c1ccc(N=Nc2ccc(N=Nc3cc(S(=O)(=O)O)c4ccccc4c3O)cc2)cc1 | 92 | 106 | 102 | 96 | 95 | 89 | 91 | 97

Another view of part of the listing above:
Below each compound: MDA-MB-231, MDA-MB-435, K-562, MOLT-4, BT-549, MDA-MB-468, SR, MCF7
Cc1cccc(C(=O)c2ccccc2Cl)c1O
    112, 109, 101, 103, 97, 117, nt, 109
O=C(Nc1ccc(S(=O)(=O)Nc2nccs2)cc1)c1ccncc1
    99, 98, 102, 101, 107, 103, 97, 104

Copied from the list:
Result for COc1ccc(Cc2sc(NC(C)=O)nc2OC(C)=O)cc1 in MDA-MB-468: 114
Result for O=C(O)CC(NC(=O)c1ccccc1)C(=O)O (centres undefined) in MOLT-4: 107

Random excerpt: 5 entries already listed, in no set order.
SMILES | MDA-MB-231 | MDA-MB-435 | K-562 | MOLT-4 | BT-549 | MDA-MB-468 | SR | MCF7
COc1ccc(/C=N/N2C(=O)/C(=C/c3ccc(Cl)cc3)C=C2c2ccc(OC)cc2)cc1 | 100 | 103 | 105 | 98 | 107 | 86 | 95 | 87
CCN(CC)c1ccc(/C=N\NC(=O)C(=O)N/N=C\c2ccc(N(CC)CC)cc2)cc1 | nt | 121 | 115 | 105 | 122 | 128 | 114 | 104
COc1ccc(Cc2sc(NC(C)=O)nc2OC(C)=O)cc1 | 98 | 109 | 100 | 86 | 116 | 114 | 102 | 92
O=C(O)CC(NC(=O)c1ccccc1)C(=O)O (centres undefined) | 95 | 108 | 106 | 107 | 96 | 102 | 127 | 94
O=C(c1nnc(Nc2ccc(F)cc2)o1)c1c[nH]c2ccccc12 | 89 | 103 | 112 | 108 | 106 | 87 | 116 | 59

The listing continues:
SMILES | MDA-MB-231 | MDA-MB-435 | K-562 | MOLT-4 | BT-549 | MDA-MB-468 | SR | MCF7
COC(=O)CC(C)Cc1ccc(OC)c(OC)c1 (centres undefined) | 102 | 105 | 96 | 94 | 91 | 104 | 99 | 99
O=S(c1ccccc1)c1ccc2nnnn2n1 (centres undefined) | 104 | 108 | -9.2* | 84 | 98 | 112 | 85 | 86
N#CC1=C(N)CC(=O)N1c1ccc(NC(=O)c2ccccc2-c2ccccc2C(=O)O)cc1 | 88 | 107 | 108 | 88 | 99 | 107 | 100 | 98
COc1cc(F)c(/C=C/c2cc(/C=C/c3cc(OC)c(OC)cc3F)n(-c3cc(F)cc(F)c3)n2)cc1OC | 55 | -4.1* | 20 | 71 | 75 | -38* | 9.0* | 8.9*
COc1cc(-c2nnc(-c3c(-c4ccccc4)nc4ncccn34)o2)cc(OC)c1OC | 113 | 96 | 91 | 91 | 99 | 100 | 88 | 88
O=C(Nc1cccc(Cl)c1)N(C1CCCCC1)C1CCCCC1 | 100 | 106 | 93 | 90 | 100 | 95 | 93 | 93
COc1ccc2c(c1)c(-c1noc(C(=O)c3cn(C)c4ccc(Br)cc34)n1)cn2C | 103 | 114 | 88 | 83 | 99 | 120 | 80 | 93
O=C1Nc2ccccc2/C1=C/C(=N/c1nnc(-c2ccccc2)s1)c1ccccc1 | 54 | 52 | 20 | -24* | 66 | 56 | -23* | 37
CC1CCNC(c2ccccc2)C1 (centres undefined) | 105 | 97 | 100 | 102 | 103 | 115 | 105 | 97
Cc1cc(C)n(/N=C/c2ccco2)c(=O)c1C#N | 130 | 109 | 100 | 97 | 119 | 116 | 78 | 97
Cc1c(C(=O)O)c(=O)n(-c2ccccc2)n1C | 118 | 107 | 108 | 113 | 114 | 127 | 123 | 112
Clc1ccc2c(NCCNCc3cccs3)ccnc2c1 | 86 | 82 | 48 | 67 | 78 | 52 | 53 | 91
CC(OC(=O)OCCOCCOC(=O)OC(C)C(=O)OC1CCCCC1)C(=O)OC1CCCCC1 (centres undefined) | 104 | 122 | 90 | 109 | 97 | 124 | 108 | 96
COc1cc(Oc2cc(-c3cccnc3)ccc2NC(=O)Nc2ccc(F)cc2F)cc(OC)c1OC | 91 | 109 | 97 | 85 | 103 | 98 | 97 | 94
C=C1C(=O)O[C@H]2[C@H]1CC/C(COC(=O)/C=C\C(=O)NCc1ccc(Cn3c(=O)sn(CCI)c3=O)cc1)=C\CC[C@@]1(C)O[C@@H]21 | 65 | 45 | 4.3* | 3.4* | 72 | -36* | 2.5* | 25
COc1cc(C2CC(c3cc(OC)c(OC)c(OC)c3)=Nc3c(N)nc(N)nc3N2)ccc1Oc1nc(Nc2ccc(F)cc2)nc(N(C)C)n1 (centres undefined) | 25 | 66 | 15 | 7.0* | 75 | -23* | -7.9* | 23
O=C(NC1CCCC1)c1ccc(N2CCC(NCc3cccc(C(F)(F)F)c3)CC2)cc1 | 78 | 105 | 38 | 70 | 89 | 78 | 0.0* | 96
CCCn1c(=S)sc2c(NN)nc(C)nc21 | 113 | 107 | 87 | 95 | 84 | nt | 90 | 100
CC1CC(=O)NC(=O)N1Cc1ccccc1 (centres undefined) | 107&112 | 109&104 | 103 | 100&114 | 96&109 | 109&102 | 98&107 | 93&96
Cc1cc(C)c2c(c1)N(C)c1ncnc(Cl)c1CC2C (centres undefined) | 81 | 63 | 74 | 91 | nt | 78 | 83 | 86
CC(O)CN(CC(C)O)c1ccc2c(c1)Cc1cc([N+](=O)[O-])ccc1-2 (centres undefined) | 100 | 99 | nt | 70 | 101 | 100 | 62 | 99
CCCN(CCC)CC(=O)Nc1cccc(Cl)c1C | 98 | 105 | 97 | 92 | 92 | 99 | 93 | 88
CCOC(=O)c1c(Cl)c2c(n1Cc1cccc(OC)c1)-c1oncc1CC2 | 57 | -28* | 18 | 26 | 22 | 11 | 8.6* | 15
Cc1nc2nccnc2[nH]1 | 119 | 98 | 92 | 92 | 100 | nt | 104 | 97
COc1ccc2ccc(-c3nn(-c4ccc(C(=O)O)cc4)cc3CO)cc2c1 | 115 | 105 | 104 | 105 | 123 | 110 | 101 | 94
N#Cc1ccc(N2Cc3cc(Cl)ccc3OC3=C2C(=O)N(Cc2ccc(F)cc2)C3=O)cc1 | -0.4* | -49* | -22* | -34* | -63* | -68* | -33* | -19*
COc1ccc(-c2nc3sccn3c2-c2nc3ccc(F)cc3[nH]2)cc1 | 102 | 95 | 102 | 97 | 96 | nt | 99 | 88
CCN(CC)CCNc1cc(-c2cccc(OC(F)(F)F)c2)nc2ccc(N3CCCC3)cc12 | -8.3* | -34* | -21* | 3.2* | -71*! | 0.9*! | -11* | -22*
CCCOCCCNc1nc(N)nc(NCCCOCCC)n1 | 104 | 98 | 109 | 102 | 93 | 88 | 100 | 85
O=C(Nc1ccc2oc(=O)ccc2c1)c1ccc(-c2ccc(Br)cc2)o1 | 105 | 112 | 96 | 97 | 119 | 122 | 102 | 99
CC1(C)CC(=O)C2=C(C1)N(c1ccc(OC(F)(F)F)cc1)C(N)=C(C#N)C2c1ccc([N+](=O)[O-])cc1 (centres undefined) | 86 | 93 | 82 | 84 | 98 | 88 | nt | 90
Cc1cc(C)nc(SC2=C(Nc3cccc(Cl)c3C)C(=O)N(Cc3ccccc3)C2=O)n1 | 52[30 µM] | 42[30 µM] | 45[30 µM] | 4.4*[30 µM] | 48[30 µM] | nt | 32[30 µM] | 31[30 µM]
CC1CCN(S(=O)(=O)c2ccc(S(=O)(=O)N3CCCC(c4nc5c(nnn5Cc5cccc(Cl)c5)c(=O)[nH]4)C3)cc2)CC1 (centres undefined) | 73 | -31* | 20 | 19 | 68 | 28 | 11 | 23
N#CC1=C(Cl)NC(c2cccc([N+](=O)[O-])c2)c2sc3c(F)cccc3c21 (centres undefined) | 80 | 108 | 96 | 99 | 98 | 103 | 88 | 91
COc1ccccc1/C=C/C(=O)/C=C/c1ccccc1OC | 8.9*! | -31* | 11 | 12&15 | -31* | -12* | 7.8*! | 5.6*!
Cc1ccc2[nH]c(=O)c3c(c2c1)OC(N)=C(C#N)C31c2cc(Br)ccc2-c2ccc(Br)cc21 | 39 | 60 | 61 | 62 | 82 | 55 | 72 | 34
N#CC1(Nc2ccc3ccccc3c2)CCCC1 | 80&75 | 115&115 | 103&108 | 102&85 | 87&89 | 105&102 | 103&103 | 96&83
O=C(O)c1ccc(-n2cc(CNc3cccc(C(F)(F)F)c3)c(-c3ccc(F)cc3)n2)cc1 | 94 | 102 | 72 | 69 | 107 | 96 | 81 | 55
CC(=O)N1C(=O)CNC1=S | 101 | 99 | 97 | 102 | 108 | 106 | 99 | 112
Cc1cc(C)nc(NS(=O)(=O)c2ccc(N/C(N)=N/c3nccc(-c4cccs4)n3)cc2)n1 | 87 | 106 | 89 | 97 | 111 | 106 | 92 | 68
O/N=C(/c1ccccc1)c1ccc2c3c(cccc13)CC2 | 82&83 | 38&47 | 34&42 | 73&75 | 106&85 | 60&58 | 67&67 | 83&86
COc1cc(/C=C/C(=O)c2ccc(NC(=O)CSc3nc4[nH]c(=O)n(C)c(=O)c4[nH]3)cc2)cc(OC)c1OC | 101 | 103 | nt | 122 | 85 | 71 | 115 | 96
CCOc1ccc(OC(=O)c2ccc(O)cc2)cc1 | 101 | 95 | 111 | 121 | 95 | 109 | 112 | 122
